Screening results: PubChem BioAssay, National Center for Advancing Translational Sciences (NCATS)
USP2a block – USP2a (human) protease inhibition; O75604; USP2 core, Ub-CHOP2 coupled fluorogenic reporter, 485/531; Potency, µM (titrated, usually from 38.3 µM), for the others: top-dose activity change, negative = inhibition, usual class: inhibitors; 330,000 compounds, 0.01% hits;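 further: potency means the concentration at half of the fitted maximal effect; plate controls were DMSO wells for no effect and full inhibition by NEM control for full effect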
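Cell-free coupled assay: 10nM USP2 core preincubated 30min RT with compound in Tris-HCl pH 8.0/CaCl2/CHAPS buffer, then 25nM Ub-CHOP2 and 25nM reporter substrate; fluorescence (Ex 485/Em 531) read after 60min RT, normalized to NEM inhibition, concentration-response curves fitted.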
KCNH2 3.1 block – blocks the human KCNH2 3.1 channel isoform. U2OS KCNH2 3.1, thallium flux FluxOr; hits give low values. activity change, % (tested at about 1.8 µM). 340,000 compounds, 0.95% hits;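 active means maximum activity change below -70%; inconclusive means maximum activity change from -70% to -50%; inactive means maximum activity change above -50%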;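 further: thallium influx rate constant from kinetic fluorescence after stimulation buffer; on the % scale 0 is the no-effect control and ±100 the full control effect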
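Thallium flux via FluxOr fluorescence (Red40 quencher, 45 min loading) in U2OS cells virally expressing the KCNH2 3.1 isoform (1.77 x 10^8 /mL virus, overnight at 37 C). Rate constants from 2-min kinetic reads post-stimulation, normalised to positive and negative controls.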
GALK inhibitor – blocks human galactokinase activity; Potency, µM (highest dose often 57.5 µM), for the others: top-dose activity change, negative = inhibition, actives largely listed as inhibitors; Purified GALK, Kinase-Glo residual ATP luminescence; 270,000 compounds, 0.007% hits; P51570; further: potency means the concentration at half of the fitted maximal effect; on the % scale 0 is the no-effect control and ±100 the full control effect
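Quantitative HTS: GALK 5 nM, ATP 35 uM, galactose 100 uM, 1 h room temperature, then luciferase-based ATP detection.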
Giardia kill – Giardia lamblia killing; Giardia lamblia trophozoite viability; activity change, % at 7.66 µM, hits read low; 340,000 compounds, 0.15% hits; in the data active means activity change below about -80%; inconclusive means between about -30% and that limit;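 further: parasites exposed to compound for two days anaerobically before the ATP read; on the % scale 0 is the no-effect control and ±100 the full control effect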
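Anaerobic 48 hrs incubation at 37 deg C of 100 trophozoites/well with test compounds; ATPLite 1-Step luminescence, 15-30 min RT, reports cellular ATP as viability.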
Coupling enz – coupling enzyme interference in Giardia aldolase counter-screen | coupling enzyme system counterscreen, AmpLite Red fluorescence | activity change, negative = inhibition, % at 58.2 µM, hits read low | 290,000 compounds, 0.67% hits | AID 2472; in the data active means activity change below about -30%; further: on the % scale 0 is the no-effect control and ±100 the full control effect
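Counterscreen of the coupled detection system alone, without aldolase: glyceraldehyde-3-phosphate coupling enzymes plus AmpLite Red readout. Compounds at 57.5 uM final, 10 min RT preincubation, 20 min RT reaction, fluorescence 525/598 nm.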
B2AR arrestin – beta2AR (human) beta-arrestin recruitment activity; P07550; beta-arrestin recruitment to beta2AR, cell-based reporter; Potency, µM (series often up to 46.1 µM), for inactives: at the highest dose activation, usual class: activators; 330,000 compounds, 0.02% hits;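 further: potency means the concentration at half of the fitted maximal effect; 0% = DMSO controls and full agonism = EC100 isoproterenol or metaproterenol; nearly all actives have a fitted effect of over 65% in size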
Target sequence (P07550 whole entry, looked up): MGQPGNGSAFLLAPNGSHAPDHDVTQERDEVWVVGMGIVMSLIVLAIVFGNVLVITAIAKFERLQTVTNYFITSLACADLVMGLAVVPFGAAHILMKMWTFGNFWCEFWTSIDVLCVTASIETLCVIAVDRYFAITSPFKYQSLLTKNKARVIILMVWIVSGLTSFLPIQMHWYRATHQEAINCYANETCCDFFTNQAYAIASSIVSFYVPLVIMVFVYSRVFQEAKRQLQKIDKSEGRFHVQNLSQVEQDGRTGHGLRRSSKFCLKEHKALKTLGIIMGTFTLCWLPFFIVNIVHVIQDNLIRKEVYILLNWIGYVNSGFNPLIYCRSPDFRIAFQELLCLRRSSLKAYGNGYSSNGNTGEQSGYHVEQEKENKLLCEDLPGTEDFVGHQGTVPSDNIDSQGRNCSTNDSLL
PKM2 activator – increases activity of human pyruvate kinase M2; P14618; purified PKM2, Kinase-Glo ATP luminescence, activation; response scale: 0% is enzyme alone, no compound; Potency, µM (highest dose often 57.5 µM), for the others: at the top dose activation, most hits filed as activators; 260,000 compounds, 0.34% hits; further: potency means the concentration at half of the fitted maximal effect; on the % scale 0 is the no-effect control and ±100 the full control effect; nearly all actives have a fitted effect of over 55% in size
Target sequence (P14618 whole entry, looked up): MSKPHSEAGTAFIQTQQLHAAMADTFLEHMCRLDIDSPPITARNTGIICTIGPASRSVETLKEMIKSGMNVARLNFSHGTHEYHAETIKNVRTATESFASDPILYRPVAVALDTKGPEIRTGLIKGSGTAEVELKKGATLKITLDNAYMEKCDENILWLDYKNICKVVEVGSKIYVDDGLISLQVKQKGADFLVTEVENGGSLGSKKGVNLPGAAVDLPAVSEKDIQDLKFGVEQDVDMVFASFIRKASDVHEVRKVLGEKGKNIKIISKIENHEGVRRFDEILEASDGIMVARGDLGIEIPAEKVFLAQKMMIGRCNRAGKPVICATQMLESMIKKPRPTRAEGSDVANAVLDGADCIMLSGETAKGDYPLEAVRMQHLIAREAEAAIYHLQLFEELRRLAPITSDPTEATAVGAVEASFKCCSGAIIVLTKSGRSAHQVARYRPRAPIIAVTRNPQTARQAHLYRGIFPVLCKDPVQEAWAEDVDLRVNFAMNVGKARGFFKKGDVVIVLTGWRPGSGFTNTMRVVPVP
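Purified hPK-M2 (>95% pure) converted ADP (0.1 mM final) to ATP with 0.5 mM PEP in 50 mM imidazole pH7.2, KCl, MgCl2, Tween 20, BSA; 1 h at room temperature. ATP detected by Kinase-Glo luminescence.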
KCNH2 WT inh – blocks the wildtype human KCNH2 potassium channel. 340,000 compounds, 0.37% hits. U2OS, BacMam KCNH2, thallium flux FluxOr; hits give low values. activity change, % at 1.84 µM;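 active means maximum activity change below -70%; inconclusive means maximum activity change between -70% and -50%; inactive means maximum activity change above -50%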; further: on the % scale 0 is the no-effect control and ±100 the full control effect
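U2OS cells were transduced with wild-type KCNH2 virus (2.03 x 10^8 / mL) for 4 h at room temperature, then cultured overnight at 37 C. Thallium flux was read with FluxOr dye. Rate constants were normalized to DMSO controls.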
TRPV1 agonist – human TRPV1 agonism. Q8NER1. TRPV1-expressing cells, Fluo-8 calcium influx, agonist mode. activation, % at 8.33 µM. 320,000 compounds, 0.19% hits. AID 540275; in the data active means activation above about 80%; inconclusive means between about 30% and that limit; further: 0% is about no effect
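Fluo-8 calcium influx in TRPV1-expressing cells, kinetic read (ex 480/em 520 nm). Compound added and read 3 min for agonist activity, followed by capsaicin at EC20 final and 2 min further read for enhancement.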
MLL CXXC-DNA inh – blocks binding of human MLL CXXC domain to DNA | Q03164 | MLL-CXXC / FITC-HOXA9 DNA fluorescence polarization | Potency, µM (top dose mostly 115 µM), for inactives: top-dose activity change, negative = inhibition, usual class: inhibitors | 290,000 compounds, 0.037% hits | AID 2662; active means well fitted inhibition curve with a large enough effect in the polarisation, with a control signal flat, not every such curve was filed as active; inconclusive means small, poorly fitted or top-dose-only effect, or effect the other way, or a change in a side signal; inactive means no such curve, though single readings can be large or run the other way; the % refers to the polarisation; further: potency means the concentration at half of the fitted maximal effect
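Purified MLL-CXXC (added from a 7 uM solution) was preincubated 5 min at ambient with pinned compounds in 50 mM Tris-HCl pH 7.5, 50 mM NaCl, 1 mM DTT, 0.05% BSA. Fluorescein-labeled HOX-A9 DNA (50 nM solution) followed, 30 min, then polarization read.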
Menin-MLL TR inh – menin-MLL binding inhibition, Texas Red mutant peptide; O00255; Menin + Texas Red MLL mutant peptide, fluorescence polarization; Potency, µM (titrated, usually from 61.6 µM), for the others: top-dose FP activity change, negative = inhibition, actives largely listed as inhibitors; 270,000 compounds, 0.23% hits; AID 1768; active means well fitted inhibition curve with a large enough effect in the polarisation, with a control signal flat, not every such curve was filed as active; inconclusive means small, poorly fitted or top-dose-only effect, or effect the other way, or a change in a side signal; inactive means no such curve, though single readings can be large or run the other way; the % refers to the polarisation; further: potency means the concentration at half of the fitted maximal effect; % of control where 0% means no effect; many of its hits are not listed in these tables
The depositor's hits bear a star; i = inactive; ? = inconclusive; / = no result given; [ ] = another dose, or the depositor's remark. Unless noted, the call rests on the fitted dose curve; in most records, active means well fitted curve in the direction sought with a large enough effect; inconclusive means small, poorly fitted or top-dose-only effect, or another doubt; inactive means no such curve, though single readings can be large; an effect the other way counts as inactive or inconclusive. The list is partial (hit frequency here may not be typical).

SMILES	USP2a block	KCNH2 3.1 block	GALK inhibitor	Giardia kill	Coupling enz	B2AR arrestin	PKM2 activator	KCNH2 WT inh	TRPV1 agonist	MLL CXXC-DNA inh	Menin-MLL TR inh
CC#CC(=O)NC1CCCN(C2Cc3ccccc3C2)C1 (stereo not given)	0%	-9	1%	22	0	0.1%	-4%	25	2	-7%	3%
COc1cccc(C(=O)Nc2ccc(S(=O)(=O)N3CCCCC3)cc2)c1OC	-11%	/	-10%	-10	/	-0.6%	-2%	6	13	-20%	/
CCc1ccccc1NC(=S)NCC1CCN(c2ccc(OC)cc2)C1 (stereo not given)	8%	8	-1%	-12	-5	3.1%	-2%	-5	4	7%	/
CCC1CCCCN1C(=O)CSc1nnc(-c2ccco2)o1 (stereo not given)	2%	10	0%	1	2	-0.9%	11%	-3	1	-2%	9%
COc1ccccc1C(=O)Oc1ccc2ccc(=O)oc2c1	-2%	7	-3%	-3	1	-0.2%	1%	1	0	79%[activator]	13%
COc1ccc(C(=O)N[C@H](C(=O)NCC2CCCCC2)C(C)C)cc1	3%	8	2%	11	4	-0.3%	0%	-2	-8	22%	0%
O=C(Cc1coc2cc3c(cc12)CCC3)NCC1(N2CCCCC2)CCCCC1	-1%	-14	0%	-4	0	-0.4%	-7%	-13	-1	-4%	-2%
CCc1ccc(NC(=S)Nc2ccc3[nH]c(=O)[nH]c3c2)cc1	6%	-18	/	1	1	-0.5%	6%	1	3	10%	/
CC1(c2ccccc2)NC(=O)N(Cc2ccc([N+](=O)[O-])cc2)C1=O (stereo not given)	2%	-7	1%	-4	0	-0.2%	6%	-22	8	11%	16%
CCOC(=O)c1cnn2cc(-c3[nH]ncc3[N+](=O)[O-])cnc12	0%	-3	0%	-9	3	-1.1%	-3%	10	-4	-7%	10%
CN(C)c1ccc(NC(=O)Nc2cccc(Cl)c2)cc1	3%	0	0%	-23	-10	0.1%	-4%	-5	9	2%	?
O=C(CN1C(=O)NC2(CCCC2)C1=O)Oc1ccc2ccc(=O)oc2c1	0%	-6	/	10	/	-0.1%	/	-5	-6	/	/
COc1ccc(OC)c(NC(=O)C2CCCN2C(=O)NC2CCCCC2)c1 (stereo not given)	-2%	-15	1%	15	-1	-0.7%	-3%	-1	0	3%	-6%
Oc1[nH]c2ccccc2c1N=Nc1ccc(F)cc1	?	1	3%	11	-1	-0.8%	0%	-3	2	?	?
Cc1cc2c(c(=O)o1)C1O[C@](c3ccsc3)(Cc3cc(C#N)ccc31)O2	0%[7.66 µM]	/	/	/	-4	-0.3%[9.22 µM]	11%[11.5 µM]	/	i	-19%[23 µM]	?
NC(=O)CC(c1ccccc1)c1ccc2c(c1)OCO2 (stereo not given)	1%	5	-2%	4	1	0.8%	3%	-1	1	0%	9%
CC(C)(C)NC(=O)c1ccc2c(c1)C(=O)N(C1CCCCC1)C2=O	3%	-12	-2%	-21	5	-0.1%	-5%	5	?	-8%	3%
COc1nccnc1NS(=O)(=O)c1ccc(N=Cc2c(C)[nH]n(-c3ccccc3)c2=O)cc1	-6%	-19	0%	5	3	-1.5%	7%	-27	0	?	10%
N#Cc1ccc(Nc2nc(-c3ccc(O)cc3O)cs2)cc1C(F)(F)F	4%	6	/	9	/	0.0%	/	-7	-1	/	/
COc1ccccc1C(=O)Nc1nc(-c2ccc3c(c2)OCCO3)cs1	3%	6	6%	0	1	-0.5%	0%	15	2	-3%	?
CCCNC(=O)NS(=O)(=O)c1cnccc1Sc1ccc(Cl)c(Cl)c1	1%	-6	/	3	16	-0.8%	-17%	6	-2	-10%	-11%
Cc1ccccc1NC(=O)c1ccccc1NC(=O)c1cccs1	0%	12	1%	?	-1	-0.7%	0%	5	10	-10%	?
Cc1ccccc1S(=O)(=O)N1[C@@H](c2ccccc2)C(C(=O)O)=CC[C@H]1c1ccc(Cl)cc1	-1%	7	/	9	/	-1.1%	/	7	-4	/	/
COc1ccc(C(=O)O)nc1C	0%	-11	4%	-5	-1	0.0%	-10%	-12	-8	6%	0%
O=C(/C=C/c1ccco1)N1CCN(S(=O)(=O)/C=C/c2ccccc2)CC1	-7%	4	8%	-4	-2	5.2%	-3%	5	-5	4%	32%[activator]
Oc1ccccc1C1CC(c2cccs2)=NC(c2cccc(Br)c2)N1 (stereo not given)	11%	-4	0%	6	0	-0.5%	-4%	-14	14	2%	1%
COc1ccc(N(CC(=O)NCc2ccccc2)S(=O)(=O)c2c(C)noc2C)cc1	2%	12	-1%	29	1	0.0%	-10%	1	4	3%	3%
Cc1ccsc1C(=O)N(Cc1nnc(-c2ccccc2Cl)o1)C1CC1	1%	6	/	-3	/	-0.4%	/	-3	2	/	/
Cc1cc(NC(=O)COC(=O)c2n[nH]c3ccccc23)no1	0%	6	-3%	-21	1	-0.5%	3%	-2	-2	9%	?
Cc1cc(C)c(S(=O)(=O)N2CCCC(C(=O)NCc3cccnc3)C2)c(C)c1 (stereo not given)	0%	0	2%	13	/	-0.2%	0%	-12	20	-3%	/
O=c1c(-c2ccc(Cl)cc2)[n+]([O-])c2ccccc2n1OCc1ccccn1	-1%	14	6%	-24	1	0.1%	-1%	8	0	0%	9%
Cc1ccnc2nc(C(=O)OCCOc3ccc(Cl)cc3)nn12	2%	-12	-2%	12	1	0.5%	6%	4	2	-1%	-4%
Cc1cc2c3c(c1C)C1(C(=O)N3C(C)(C)CC2C)C(C#N)=C(N)Oc2n[nH]c(C)c21 (stereo not given)	-1%	-3	-3%	6	0	0.4%	-1%	-26	1	-3%	-12%
Cn1c(CSc2ncn[nH]2)nc2ccccc21	3%	2	6%	2	1	-0.4%	-3%	-6	-1	10%	-1%
COc1ccc2[nH]c(CN3CCN(C(C)C)C(CCO)C3)c(C)c2c1 (stereo not given)	3%	8	1%	8	5	0.5%	-2%	2	2	0%	12%
c1csc(-c2ccc(N3CCOCC3)nn2)c1	4%	28	17%	?	0	0.3%	/	5	-1	6%	?
C/C(=N\N1C(=O)c2ccccc2NC1c1ccccc1)c1ccccc1O (stereo not given)	0%	11	-1%	-8	-2	0.1%	-1%	12	6	10%	-1%
CCc1cc2c(=O)c(-c3ccon3)c(N)oc2cc1OC	2%	10	3%	-12	4	-0.1%	-15%	-3	25	1%	-15%
CCCc1nc(N2CCOCC2)c2sc(=S)n(-c3ccccc3)c2n1	4%	/	1%	/	2	0.2%	-2%	/	24	1%	0%
Cc1cccc(N2CCN(C(=O)c3ccc4c(c3)CCN4S(C)(=O)=O)CC2)c1C	0%	2	7%	-10	/	-0.4%	/	-1	?	-4%	/
CCOc1cc(/C=N/O)ccc1OCc1ccc(F)cc1	-4%	-7	1%	6	-4	-0.3%	15%	2	4	6%	18%
N#Cc1nc(-c2cccs2)oc1NCCCN1CCOCC1	0%	-8	0%	5	1	-0.1%	-1%	15	1	5%	-9%
O=C(CSc1nc2cc(C(F)(F)F)ccc2n1Cc1ccccc1)NC1CCS(=O)(=O)C1 (stereo not given)	2%	-19	3%	-17	-1	-0.2%	7%	19	13	8%	1%
Cc1nn2c(-c3ccc(Cl)cc3)ccnc2c1-c1ccccc1	1%	3	-2%	8	0	-0.2%	-5%	-28	1	2%	14%
O=C(Nc1ccc2oc(-c3ccccc3F)nc2c1)c1ccco1	1%	/	-1%	-24	-2	-0.8%	1%	11	?	1%	22%
CCOC(=O)C1(CC2CC2)CCN(Cc2cc(Cl)c(O)c(OC)c2)CC1	2%	-1	-2%	14	-4	-0.3%	1%	9	1	1%	-15%
Cc1ccc(NC(=O)CN2C(=O)NC3(CCCC3)C2=O)c(Cl)c1	1%	-25	0%	1	0	-0.4%	-4%	2	-1	0%	-11%
CN(Cc1cccc(F)c1)C(=O)c1ccccc1Sc1ccccc1C#N	-2%	/	1%	24	/	0.3%	3%	6	9	-3%	/
Cc1c(C)n2c(SCC(=O)N3CCN(c4ccccc4)CC3)nnc2[nH]c1=O	-1%	-9	/	-3	/	0.2%	/	-6	-1	/	/
O=C(Nc1ccccc1)[C@@H]1CCCN1S(=O)(=O)c1ccc(Cl)cc1	-4%	-4	/	-7	/	-0.6%	/	-1	/	/	/
CC1(C)CC(=O)C2=C(C1)OC(N)=C(C#N)C2c1ccccc1 (stereo not given)	2%	9	2%	6	5	0.0%	-5%	-8	1	-3%	6%
c1ccc(OCCCn2nnc(-c3ccncc3)n2)cc1	-2%	4	-3%	-11	0	0.2%	0%	-5	-3	-1%	-10%
